Source: PubChem BioAssay (several laboratories)
ABHD4 inh – ABHD4 inhibitors, primary screen, biochemical, fluorescence polarization, mouse. (Lyso)-N-acylphosphatidylethanolamine lipase (Mus musculus), Q8VD66. purified mABHD4, FP-Rh probe fluorescence polarization. inhibition, % at 8.92 µM. 370,000 compounds, 0.54% hits;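 active = inhibition exceeding the mean over every tested compound plus 3 SD, cut at about 30% in these data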;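 note: 0% = plate median of compound wells and 100% = S159A mutant with DMSO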
Target sequence (Q8VD66 whole entry, looked up): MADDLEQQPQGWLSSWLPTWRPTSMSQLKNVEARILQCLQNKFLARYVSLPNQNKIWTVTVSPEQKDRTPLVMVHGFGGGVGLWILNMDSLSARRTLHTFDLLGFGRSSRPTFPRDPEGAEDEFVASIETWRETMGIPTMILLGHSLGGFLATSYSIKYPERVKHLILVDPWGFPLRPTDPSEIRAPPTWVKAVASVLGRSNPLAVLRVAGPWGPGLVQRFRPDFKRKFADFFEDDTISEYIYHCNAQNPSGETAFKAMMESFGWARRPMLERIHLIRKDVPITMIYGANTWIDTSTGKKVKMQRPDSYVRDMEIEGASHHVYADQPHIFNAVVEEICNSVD
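Test system: mouse ABHD4 enzyme, wild type. Reagent: FP-Rh fluorescent activity-based probe, added after compound pre-incubation. Timing: pre-incubation 45 min, probe exposure 60 min, at 25 °C. Technique: FP readout, ex 525 nm / em 598 nm. Benchmarks: high control S159A mutant with DMSO, low control median of compound wells.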
GC-A act – GC-A stimulated cGMP production enhancers – HEK293 GC-A cells, cGMP TR-FRET, EC30 ANP, primary screen | Atrial natriuretic peptide receptor 1 (Homo sapiens), P16066 | 0% at EC30 ANP, 100% saturating ANP | activation, % at 10 µM | 370,000 compounds, 0.14% hits; in the data active = activation above about 40%
NR1D1 modulator – modulators of Rev-erb alpha DNA binding, primary screen, biochemical, FITC-DNA, fluorescence polarization, uHTS; AID 1259318, 2017; Rev-erbα–FITC-DNA binding, 90 min; activity, % at 10 µM; 370,000 compounds, 0.79% hits; Nuclear receptor subfamily 1 group D member 1 (Homo sapiens), P20393;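 active = activity above about 14%, limit read from the data; passing the limit was not always enough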;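 note: 0% = DMSO wells with 35 nM protein and 100% = DMSO wells with 750 nM protein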
Target sequence (P20393 whole entry, looked up): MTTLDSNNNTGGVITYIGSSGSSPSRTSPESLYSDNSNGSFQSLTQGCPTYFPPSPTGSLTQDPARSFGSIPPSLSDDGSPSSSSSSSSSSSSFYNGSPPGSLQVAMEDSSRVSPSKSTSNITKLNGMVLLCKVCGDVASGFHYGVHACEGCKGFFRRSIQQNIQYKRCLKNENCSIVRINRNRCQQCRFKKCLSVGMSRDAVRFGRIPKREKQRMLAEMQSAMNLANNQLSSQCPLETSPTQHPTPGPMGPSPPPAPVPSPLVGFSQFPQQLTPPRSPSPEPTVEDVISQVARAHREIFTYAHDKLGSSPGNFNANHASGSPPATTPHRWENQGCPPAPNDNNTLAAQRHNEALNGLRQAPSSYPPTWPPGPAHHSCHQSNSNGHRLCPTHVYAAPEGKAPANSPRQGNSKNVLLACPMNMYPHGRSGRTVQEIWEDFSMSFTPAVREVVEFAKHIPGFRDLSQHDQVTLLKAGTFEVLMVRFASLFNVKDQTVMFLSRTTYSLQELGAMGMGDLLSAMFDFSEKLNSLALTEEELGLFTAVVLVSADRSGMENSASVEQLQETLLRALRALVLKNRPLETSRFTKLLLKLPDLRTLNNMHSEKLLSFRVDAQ
SMARCA2 act – SMARCA2 (BRM) function activators, primary screen, cell-based, luminescence, high throughput; 370,000 compounds, 1% hits; AID 652017, 2013; MG213 cells, MMTV-luciferase reporter, dexamethasone, overnight; activation, % at 9.1 µM; in the data active = activation above about 7.8%;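 note: 0% = vehicle wells and 100% = reference activator wells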
PG9 binder – binders of HIV-1 gp120 antibody PG9, primary screen, biochemical, TR-FRET; inhibition, % at 6.7 µM; 360,000 compounds, 0.43% hits; TR-FRET gp120-PG9 antibody binding; AID 624416, 2012; HIV-1 gp120 / PG9 antibody interaction; in the data active = inhibition above about 8.5%
rCAG RNA binder – binders of r(CAG) RNA repeats, primary screen, biochemical, fluorescence; r(CAG) RNA repeat, TO-PRO-1 dye displacement fluorescence; inhibition, % at 3 µM; 370,000 compounds, 1.3% hits; AID 651821, 2012;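 active = inhibition above the plate cutoff, the mean of all test compounds on that plate plus 3 SD, cut at about 35% in these data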;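 note: 0% = DMSO alone and 100% = 100 µM mitoxantrone as full dye displacement; higher means more dye released from RNA so lower well fluorescence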
ARFGAP1 inh – inhibitors of rat ARFGAP1 GAP activity, primary screen, biochemical, fluorescence polarization, GDP tracer | ADP-ribosylation factor GTPase-activating protein 1 (Rattus norvegicus), Q62848 | Arfgap1-stimulated ARF1 GTP hydrolysis, GDP FP detection | inhibition, % at 16.5 µM | 360,000 compounds, 0.26% hits;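 active = inhibition above a per-plate limit, mean inhibition of low control wells plus 3 SD, cut at about 25% in these data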;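 note: 0% = DMSO wells with enzyme and 100% = wells lacking Arfgap1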
Target sequence (Q62848 1-136 limits assumed): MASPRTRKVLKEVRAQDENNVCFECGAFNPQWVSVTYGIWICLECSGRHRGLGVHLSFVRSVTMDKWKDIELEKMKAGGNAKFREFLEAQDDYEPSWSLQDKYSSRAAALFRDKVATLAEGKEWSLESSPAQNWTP
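Assay system: purified rat His6-Arfgap1 residues 1-136 (GAP domain); Reagent: human Δ17 ARF1 bound to GTP; Dosing: 16.5 µM single point, 1.26% DMSO; Times: GTP hydrolysis reaction 2 h at 25 °C; Signal: FP, GDP Alexa 633 tracer displaced from anti-GDP antibody, 620/688 nm; Measure: % inhibition from polarization.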
GC-B act – human GC-B receptor activators, primary screen, HEK293 GC-B cells, cGMP TR-FRET, EC30 CNP | 370,000 compounds, 0.11% hits | Atrial natriuretic peptide receptor 2 (Homo sapiens), P20594 | activation, % at 10 µM | 0% at EC30 CNP, 100% saturating CNP | AID 1920062, 2024;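 active = activation at 10 µM reaching about 35% in either raw or pattern-adjusted values, limit read from the data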
HTRA1 inhibitor – HTRA1 serine protease inhibitors, primary screen, biochemical, fluorescence polarization, HTS. Q92743. recombinant HTRA1, FP-rhodamine activity-based probe. inhibition, % at 5.96 µM. 340,000 compounds, 0.5% hits. AID 504803, 2011; in the data active = inhibition above about 36%;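 note: 0% = enzyme with DMSO and 100% = wells lacking enzyme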
ASAP1 inh – inhibitors of human ASAP1 ArfGAP activity, primary screen, biochemical, fluorescence polarization; Arf-GAP with SH3 domain, ANK repeat and PH domain-containing protein 1 (Homo sapiens), …; ASAP1-stimulated ARF1 GTP hydrolysis, GDP FP detection; inhibition, % at 16.5 µM; 360,000 compounds, 0.19% hits; in the data active = inhibition above about 25%;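 note: 0% = vehicle with enzyme and substrate and 100% = no enzyme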
An asterisk follows results filed as active; x = no result given.

SMILES | ABHD4 inh | GC-A act | NR1D1 modulator | SMARCA2 act | PG9 binder | rCAG RNA binder | ARFGAP1 inh | GC-B act | HTRA1 inhibitor | ASAP1 inh
Cc1cc(NC(=O)COC(=O)C2CCCN2C(=O)c2cccs2)no1 (stereo unspecified) | 3 | 0 | 2 | -3 | 2.5 | 2 | 7 | -3 | 1 | 9
Cc1ccc(-c2c[n+](CC(=O)Nc3nc(-c4ccc(F)cc4)cs3)c3n2CCC3)cc1 | 13 | 1 | 1 | -4 | -1.6 | 32 | -5 | 4 | -16 | 9
Cc1ccc2occ(C(c3nnnn3Cc3ccccc3)N3CCOCC3)c(=O)c2c1 (stereo unspecified) | -6 | -4 | 8 | 0 | 1.7 | 0 | 6 | 7 | 6 | 8
Cc1cc2n(n1)C(c1cn(-c3ccccc3)nc1C)Nc1c(C)cccc1-2 (stereo unspecified) | -5 | -10 | 10 | -3 | 15* | 1 | 4 | -11 | -3 | 3
Cc1cc(NCCCn2ccnc2)n2c(nc3ccccc32)c1C#N | -1 | 4 | -9 | -3 | -0.5 | -3 | 3 | 2 | 1 | -27
O=C(c1cc2cc(Cl)ccc2oc1=O)N1CCCC1 | 6 | -1 | -1 | 0 | 0.3 | 0 | 1 | 2 | 1 | -9
CC(=O)c1ccc(N2CCN(Cc3nc4ccccc4[nH]3)CC2)cc1 | 10 | -2 | -4 | 1 | -1.1 | 2 | 1 | -3 | 4 | 14
CC(c1nnnn1C(C)(C)C)N(Cc1cccnc1)Cc1ccccc1Cl (stereo unspecified) | -4 | -9 | 2 | -1 | 0.8 | -7 | 7 | -11 | 5 | 1
Cc1ccc(NNC(=O)c2cccs2)cc1Cl | 0 | 1 | 5 | 1 | -0.7 | -1 | -8 | 0 | 3 | -12
CCOC(=O)CC(NC(C)=O)c1ccc([N+](=O)[O-])cc1 (stereo unspecified) | 1 | 4 | -3 | 2 | 1.9 | 1 | 8 | -1 | -2 | 11
O=S(=O)(NCC(c1cccnc1)N1CCN(Cc2ccccc2)CC1)c1cc(F)ccc1F (stereo unspecified) | 9 | 0 | 7 | -1 | 0.2 | -9 | 7 | 1 | -3 | 13
NNC(=O)c1cccc(Cn2cc(Br)c([N+](=O)[O-])n2)c1 | -14 | -3 | 0 | -2 | -2.1 | 5 | 1 | 6 | -24 | 0
O=C1c2ccccc2C(=O)N1OS(=O)(=O)c1ccc(F)cc1 | 3 | 42* | -1 | -3 | -0.4 | 5 | -7 | 31 | 4 | -6
CCN1CCCC1CNC(=O)c1ccc2c(c1)N(Cc1ccccc1F)C(=O)c1ccccc1S2(=O)=O (stereo unspecified) | 0 | -3 | -6 | -4 | -0.5 | 3 | 18 | -5 | -4 | -7
COc1cccc(CNc2nc3cc(-c4ccccc4)sc3c(=O)n2C)c1 | -24 | -3 | -4 | -7 | 0.2 | 4 | -2 | -7 | x | 5
CCN1CC(CN(C)Cc2cn(-c3ccc(C)cc3)nc2-c2ccc(F)cc2)CC1=O (stereo unspecified) | -5 | -3 | -2 | -3 | 0.7 | -2 | -12 | 0 | -3 | 2
CC1CN(C(=O)COC(=O)c2ccccc2O)CC(C)O1 (stereo unspecified) | 2 | 2 | 5 | 1 | 1.9 | 0 | 12 | 1 | 1 | -1
CC(=O)CSc1ncnc2scc(-c3ccc(F)cc3)c12 | -3 | 2 | 7 | -2 | -1.1 | 0 | 6 | 10 | 3 | 10
CCOC(=O)[C@]12CCCC=C1N(Cc1ccc3c(c1)OCO3)C(=O)[C@H](CC(=O)NCc1cccs1)C2 | -11 | -4 | 1 | 1 | -1.1 | 3 | 1 | -4 | x | 0
O=c1c2[nH]c3ccccc3c2nc2n1CCS2 | 3 | 0 | 2 | 2 | 0.2 | 2 | 3 | -6 | 1 | -7

Next part; the last two above are carried over.
SMILES | ABHD4 inh | GC-A act | NR1D1 modulator | SMARCA2 act | PG9 binder | rCAG RNA binder | ARFGAP1 inh | GC-B act | HTRA1 inhibitor | ASAP1 inh
CCOC(=O)[C@]12CCCC=C1N(Cc1ccc3c(c1)OCO3)C(=O)[C@H](CC(=O)NCc1cccs1)C2 | -11 | -4 | 1 | 1 | -1.1 | 3 | 1 | -4 | x | 0
O=c1c2[nH]c3ccccc3c2nc2n1CCS2 | 3 | 0 | 2 | 2 | 0.2 | 2 | 3 | -6 | 1 | -7
O=C(NCc1ccccc1)NC(=O)c1ccccc1F | -4 | 1 | -4 | 2 | -1.2 | 0 | -3 | -1 | 5 | -2
O=C(NCCN1CCOCC1)c1ccc2c(c1)N(Cc1ccccc1F)C(=O)CS2 | 1 | 2 | 3 | -3 | 0.8 | 0 | -3 | 6 | 1 | -3
O=C(C1CCCN(S(=O)(=O)c2cccs2)C1)N1CCN(C2CCCCC2)CC1 (stereo unspecified) | 4 | -2 | 1 | 5 | -0.6 | -8 | 2 | 10 | 2 | -6
NC(=O)c1ccc(-c2ccc(Br)cc2)o1 | -1 | -1 | 3 | 1 | 4.4 | 1 | 0 | -6 | -8 | 9
CC1(C)C(=O)Nc2ccccc2N1C(=O)COc1cc(Cl)ccc1Cl | -8 | -3 | 4 | -2 | 1.0 | 9 | -4 | -1 | -11 | -24
Cc1c(OCC(=O)N2CCN(c3ccccc3)CC2)ccc2c3c(c(=O)oc12)CCCC3 | 4 | 2 | -6 | -2 | -1.8 | 1 | -7 | -2 | 4 | -4
CCOc1ccc(CN2CCN(Cc3ccc(C)o3)CC2CCO)cc1 (stereo unspecified) | -3 | -1 | -1 | 2 | -2.5 | -8 | 3 | 10 | -7 | -7
O=C(CCCCCN1C(=O)C2C3C=CC(C3)C2C1=O)Nc1nccs1 (stereo unspecified) | -4 | 1 | -8 | -3 | -0.4 | -3 | 5 | -2 | 1 | 8
O=C(NC1CCCCCC1)C1CCN(S(=O)(=O)c2ccc(F)cc2)CC1 | 0 | 2 | 1 | -3 | 0.1 | -7 | -5 | 1 | -3 | 7
O=C1c2cccc3c([N+](=O)[O-])ccc(c23)C(=O)N1CCc1ccccn1 | 1 | 8 | -4 | 0 | -0.7 | -1 | -2 | 15 | 10 | 1
CC(=O)Nc1ccc(NC(=O)COC(=O)c2ccc(S(=O)(=O)NCc3ccco3)cc2)cc1 | -8 | 0 | -9 | 1 | -2.4 | 5 | 13 | -1 | 0 | 2
O=C(O)CN1C(=O)CC(c2ccccc2)CC1=O | 3 | 2 | 11 | 0 | -2.3 | 1 | 2 | 4 | -2 | 10
Cc1nn(CC(=O)NCc2ccccc2Cl)c(C)c1[N+](=O)[O-] | 4 | -2 | -1 | 0 | -3.2 | 0 | 17 | 4 | 1 | 12
Cc1cccc(-n2c(SCC(N)=O)nc3c(c2=O)C2(CCCC2)Cc2ccccc2-3)c1 | 2 | 3 | -3 | 0 | 19* | 1 | 22 | -3 | -61 | 10
COc1ccc(/C=C/C(=O)Nc2cc(C(F)(F)F)ccc2Cl)cc1OC | -30 | -2 | 3 | -1 | -2.4 | 2 | 3 | -5 | -42 | 10
COc1ccc(CCNC(=O)c2ccccc2NS(=O)(=O)c2cc(C(=O)O)ccc2OC)cc1 | 33* | 0 | -4 | -2 | -0.6 | 20 | -7 | 3 | -4 | 5
O=C1CC(=O)Nc2ccccc2N1 | -3 | 6 | 0 | -1 | 0.8 | 1 | 7 | 0 | 0 | -6
COc1ccc(S(=O)(=O)N2CCC3(CC2)OCCN3S(=O)(=O)c2c(C)cc(C)cc2C)cc1 | -1 | -2 | 10 | -2 | 1.3 | 1 | -4 | 0 | -2 | -8
O=C(Nc1cccc(O)c1)c1ccccc1 | 5 | 3 | -7 | 4 | -1.4 | 2 | -12 | 4 | -2 | 8
C=C(C)c1ccccc1NC(=O)CCN1C(=O)c2ccccc2S1(=O)=O | -3 | -4 | 6 | -4 | -1.9 | 1 | -8 | 1 | -1 | 3
Cc1[nH]c(=O)[nH]c(=O)c1S(=O)(=O)N1CCCC(C(=O)NCCC2=CCCCC2)C1 (stereo unspecified) | -4 | 4 | -3 | 7 | -4.0 | 2 | 3 | 0 | 2 | -7
CCC[C@@H]1CCCO[C@@](C(=O)NCc2ccc(S(C)(=O)=O)cc2)(C(F)(F)F)C1 | 8 | 2 | -7 | 0 | -0.7 | -3 | -1 | 2 | 4 | 1
O=[N+]([O-])c1cc(C(F)(F)F)ccc1NCCc1ccccn1 | -2 | 2 | 6 | 1 | -1.5 | -4 | 5 | -2 | 0 | 5
CCC(CC)c1nnc(NC(=O)C2=COCCO2)s1 | 2 | 2 | -3 | 2 | 1.8 | -4 | -8 | -1 | 11 | -5
CCc1ccccc1N(C(=O)Cn1nnc2ccccc21)C(C(=O)NCCOC)c1ccco1 (stereo unspecified) | -4 | -7 | -1 | -3 | -1.7 | -11 | 8 | -7 | 0 | 10
CCC1CSC(Nc2ccc(C(=O)/C=C/c3ccc(OC)c(OC)c3)cc2)=N1 (stereo unspecified) | -32 | 2 | -2 | -6 | -0.6 | 3 | -9 | 3 | -57 | 5
O=C(Cn1ccccc1=O)Nc1ccc(Cl)c(S(=O)(=O)N2CCCCC2)c1 | 7 | -1 | 4 | -3 | -0.5 | 17 | 3 | -2 | -1 | -8
Cc1cccc(OCCNC(=O)c2cc(-n3cnnc3)ccc2Cl)c1 | -9 | 0 | 5 | 0 | 0.2 | 1 | 8 | 0 | -2 | 3
CCCNC(=O)c1onc(CSc2ccc(F)cc2)c1C(=O)NCCC | 1 | 0 | 1 | -1 | -0.8 | -9 | 0 | 8 | -6 | -8
Cc1noc(C)c1COC(=O)[C@@H](NC(=O)c1ccccc1)C(C)C | 5 | -2 | -6 | -2 | -1.4 | -5 | 12 | 3 | -17 | 19
O=C(CCNC(=O)c1ccc(Cl)cc1)Nc1ccccc1Cl | 1 | 1 | 5 | -2 | 2.1 | -5 | 5 | 0 | -3 | 7
CN(CC(=O)Nc1ccc(Cl)c(C(F)(F)F)c1)C(=O)c1cc(-c2ccncc2)nc2ccccc12 | 0 | -7 | -5 | -2 | 0.0 | 4 | 3 | -7 | -8 | 20

Grouped by structure, those above with bromine
SMILES | ABHD4 inh | GC-A act | NR1D1 modulator | SMARCA2 act | PG9 binder | rCAG RNA binder | ARFGAP1 inh | GC-B act | HTRA1 inhibitor | ASAP1 inh
NNC(=O)c1cccc(Cn2cc(Br)c([N+](=O)[O-])n2)c1 | -14 | -3 | 0 | -2 | -2.1 | 5 | 1 | 6 | -24 | 0
NC(=O)c1ccc(-c2ccc(Br)cc2)o1 | -1 | -1 | 3 | 1 | 4.4 | 1 | 0 | -6 | -8 | 9
